Assay outcomes as filed in PubChem BioAssay.
ADAM10 inh: ADAM10 inhibition, QFRET primary screen. AID 720582. recombinant ADAM10, EDANS/DABCYL FRET peptide cleavage, 3 h. O14672. 370,000 compounds, 0.62% hits. inhibition, % at 7 µM;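 active = inhibition above a per-campaign cutoff equal to the mean of compounds falling between control-based bounds plus 3 SD, cut at about 20% in these data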;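 also: 0% = DMSO wells while the 100% control is not disclosed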
Tn6 DDE FP: DD(E)-Tn6 binding inhibition, primary FP screen; 370,000 compounds, 0.21% hits; Fibrin DD(E) TRITC-Tn6 fluorescence polarization displacement; inhibition, % at 8.3 µM; P02675;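 active = inhibition above a per-campaign cutoff: mean of compounds within control limits plus 3 SD, cut at about 15% in these data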;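 also: 0% = median of all compound wells on the plate and 100% = blocking peptide control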
GC-B act: GC-B (human) receptor activation | activation, % at 10 µM | HEK293-GC-B cells, CNP EC30, cGMP TR-FRET; 0% at EC30 CNP, 100% saturating CNP | 370,000 compounds, 0.11% hits | AID 1920062 | P20594;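 active = activation at 10 µM reaching about 35% in either raw or pattern-adjusted values, limit read from the data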
sPLA2-III inh: Inhibits HGIII-sPLA2 liposome hydrolysis, primary screen; QFRET BODIPY PC-A2 liposome hydrolysis, fluorescence; inhibition, % at 12.2 µM; 370,000 compounds, 0.56% hits;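 active = inhibition above mean plus 3 SD of compounds lying within the high and low control bounds, cut at about 19% in these data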;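 also: 0% = median of test compound wells and 100% = no enzyme DMSO wells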
rCAG RNA binder: r(CAG) repeat RNA binding. TO-PRO-1 dye displacement fluorescence. inhibition, % at 3 µM. 370,000 compounds, 1.3% hits. AID 651821;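 active = inhibition above the plate cutoff, the mean of all test compounds on that plate plus 3 SD, cut at about 35% in these data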;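 also: 0% = DMSO alone and 100% = 100 µM mitoxantrone as full dye displacement; higher means more dye released from RNA so lower well fluorescence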
GAA850 FXN act: activators of GAA850 frataxin (FXN) promoter; HEK293 lucGAA850 FXN promoter luciferase reporter, 24 h; percent of 10 µM SAHA response; activation, % at 6 µM; 360,000 compounds, 0.56% hits;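 active = activation above the average of all compounds screened plus 3 SD, cutoff fixed separately per campaign, cut at about 7.5% in these data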;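 also: 0% = DMSO wells and 100% = 10 µM SAHA wells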
proKLK7 act: activates the human kallikrein-7 zymogen; activation, % at 7 µM; P49862; purified proKLK7, EDANS-DABCYL substrate fluorescence; 100% is mature enzyme control, 0% vehicle; 370,000 compounds, 0.9% hits;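 active = activation above the mean of all tested compounds plus 3 SD, computed per campaign excluding outliers beyond control limits, cut at about 13% in these data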
ASAP1 GAP inh: inhibitors of human ASAP1 ArfGAP activity; Q9ULH1; ASAP1-stimulated ARF1 GTP hydrolysis, GDP FP detection; inhibition, % at 16.5 µM; 360,000 compounds, 0.19% hits; in the data active = inhibition above about 25%;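 also: 0% = vehicle with enzyme and substrate and 100% = no enzyme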
NPR1 activator: GC-A (human) enzyme activation. 370,000 compounds, 0.14% hits. HEK293 GC-A cells, cGMP TR-FRET, EC30 ANP; 0% at EC30 ANP, 100% saturating ANP. P16066. AID 1671463. activation, % at 10 µM; in the data active = activation above about 40%
Target sequence (P16066 whole entry, looked up): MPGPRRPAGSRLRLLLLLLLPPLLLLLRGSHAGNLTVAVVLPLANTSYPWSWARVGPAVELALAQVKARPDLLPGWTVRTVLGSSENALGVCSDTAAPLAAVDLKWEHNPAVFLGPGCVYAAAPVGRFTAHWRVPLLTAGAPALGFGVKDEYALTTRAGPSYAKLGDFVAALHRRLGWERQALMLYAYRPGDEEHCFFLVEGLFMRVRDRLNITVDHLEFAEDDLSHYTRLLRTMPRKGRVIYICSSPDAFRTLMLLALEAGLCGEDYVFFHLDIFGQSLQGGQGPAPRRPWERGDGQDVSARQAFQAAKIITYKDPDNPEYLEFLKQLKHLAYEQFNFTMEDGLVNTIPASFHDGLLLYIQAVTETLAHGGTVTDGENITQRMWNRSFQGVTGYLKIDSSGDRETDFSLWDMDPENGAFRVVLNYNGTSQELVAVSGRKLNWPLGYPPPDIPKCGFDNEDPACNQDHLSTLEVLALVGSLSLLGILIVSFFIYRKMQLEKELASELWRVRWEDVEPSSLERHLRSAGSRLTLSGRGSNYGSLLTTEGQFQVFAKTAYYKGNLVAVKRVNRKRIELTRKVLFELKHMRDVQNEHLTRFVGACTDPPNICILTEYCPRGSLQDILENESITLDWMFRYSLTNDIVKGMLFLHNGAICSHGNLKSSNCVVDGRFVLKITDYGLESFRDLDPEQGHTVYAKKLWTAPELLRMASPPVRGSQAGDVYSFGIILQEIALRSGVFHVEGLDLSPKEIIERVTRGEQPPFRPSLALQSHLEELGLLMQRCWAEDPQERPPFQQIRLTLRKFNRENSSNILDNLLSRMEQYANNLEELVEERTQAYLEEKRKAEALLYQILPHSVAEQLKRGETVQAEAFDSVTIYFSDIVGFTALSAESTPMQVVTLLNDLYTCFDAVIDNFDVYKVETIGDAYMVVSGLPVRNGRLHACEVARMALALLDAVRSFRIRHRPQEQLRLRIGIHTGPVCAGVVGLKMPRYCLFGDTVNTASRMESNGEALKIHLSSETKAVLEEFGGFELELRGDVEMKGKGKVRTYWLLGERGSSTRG
ARFGAP1 inhibitor: inhibitors of rat ARFGAP1. Q62848. Arfgap1-stimulated ARF1 GTP hydrolysis, GDP FP detection. inhibition, % at 16.5 µM. 360,000 compounds, 0.26% hits;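 active = inhibition above a per-plate limit, mean inhibition of low control wells plus 3 SD, cut at about 25% in these data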;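 also: 0% = DMSO wells with enzyme and 100% = wells lacking Arfgap1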
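Assay system: purified rat His6-Arfgap1 residues 1-136 (GAP domain); Reagent: human Δ17 ARF1 bound to GTP; Dosing: 16.5 µM single point, 1.26% DMSO; Times: GTP hydrolysis reaction 2 h at 25 °C; Signal: FP, GDP Alexa 633 tracer displaced from anti-GDP antibody, 620/688 nm; Measure: % inhibition from polarization.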
* hit, by the source's call; / = no result given. This is a random part of the collection; 4.5% or so of the library scored in one or more.

SMILES | ADAM10 inh | Tn6 DDE FP | GC-B act | sPLA2-III inh | rCAG RNA binder | GAA850 FXN act | proKLK7 act | ASAP1 GAP inh | NPR1 activator | ARFGAP1 inhibitor
CCOC(=O)Cn1c(COc2ccccc2OC)[n+](C)c2ccccc21 | -4 | -2 | -1 | 1 | -1 | 0.3 | -0.3 | 0 | 7 | 5
COC(=O)c1cncc(C)c1 | -3 | -3 | 2 | 3 | -1 | -0.8 | -0.5 | -13 | 2 | -10
O=C(CCn1c(=O)c2sccc2n(CC(=O)NCc2ccco2)c1=O)NCc1ccccc1 | -1 | 7 | -11 | 6 | -1 | -1.8 | -0.1 | -4 | -1 | 4
C#CCOC(=O)CCCNc1ccc([N+](=O)[O-])cc1[N+](=O)[O-] | 13 | -1 | -7 | 4 | 11 | 4.0 | 0.1 | -2 | -4 | -8
CNCCOc1ccc(Cl)c(Cl)c1 | 0 | 5 | 2 | 4 | -1 | 0.9 | -0.1 | -4 | -2 | 3
CCCCNC(=O)C1(C(=O)c2ccc(OC)cc2)CC(c2ccccn2)=NO1 (stereo not drawn) | -3 | 3 | 1 | -2 | 3 | / | 0.2 | / | 2 | /
CCOc1ccc(N(CC(=O)NCC2CCCO2)S(=O)(=O)c2ccc(Cl)cc2)cc1 (stereo not drawn) | 8 | 3 | 3 | 2 | -1 | 0.6 | -0.2 | -2 | -7 | -3
Cc1ccc(C)c(OCCC(=O)OCC(=O)NC(=O)NC2CCCC2)c1 | 7 | -1 | -2 | -10 | -6 | -2.0 | 0.2 | -13 | 4 | 6
NC(=O)NN=C1CCC(OCc2ccccc2)CC1CC(=O)O (stereo not drawn) | 2 | 7 | 3 | 13 | 3 | / | -0.6 | 11 | 2 | -7
CN(Cc1cccs1)C(=O)Cc1csc(-c2ccccc2)n1 | -3 | 6 | 0 | -3 | 2 | 6.0 | 0.0 | 10 | -1 | -7
Cc1nn(C)c(Cl)c1C(N)=O | -6 | 5 | 6 | 1 | -2 | -0.9 | -0.5 | -1 | 3 | 4
CC(C)CC1NC(=S)N(Cc2ccccc2)C1=O (stereo not drawn) | -6 | -2 | 3 | -3 | -7 | 1.8 | 0.0 | -3 | 3 | 6
Oc1ccc(N=Nc2n[nH]c(-c3ccc(Cl)cc3)n2)cc1 | 9 | 0 | 0 | -38 | 10 | -2.8 | -0.1 | 17 | -2 | 11
C/C(Cl)=C\Cn1c(Nc2ccccc2)nc2c1c(=O)n(C)c(=O)n2C | -3 | -9 | 55* | 4 | -6 | 2.9 | 0.6 | 4 | 62* | 0
CCCCCCC1CC(=CN(C)C)C(=O)O1 (stereo not drawn) | 6 | -5 | -6 | -18 | 7 | 0.5 | -0.3 | -1 | -8 | 0
CN(CC(=O)Nc1ccccc1C(F)(F)F)CC(=O)N1CCCCCC1 | -14 | 10 | 5 | 4 | -8 | 2.6 | -0.5 | 5 | 4 | -16
Nc1c(C(=O)O)cnc2nc(N3CCOCC3)nn12 | 5 | 9 | 0 | -2 | 3 | 2.7 | -0.4 | 2 | 0 | -5
COC(=O)c1ccc(Nc2ncnc3c2cnn3-c2cccc(C)c2)cc1 | -18 | 8 | -3 | -1 | 3 | 3.5 | -0.1 | 5 | 0 | -7
CC1=CC(C)(C)N(C(=O)c2ccccc2)c2ccc(C)cc21 | 6 | 0 | -13 | 5 | -7 | 1.2 | 0.0 | -6 | -17 | -25
O=C1CC(c2ccc3c(c2)OCO3)N=C2N(Cc3ccc4c(c3)OCO4)C/C(=C/c3ccccc3)N12 (stereo not drawn) | 5 | 8 | -14 | -11 | / | / | / | / | -11 | /
O=C(O)/C=C/C(=O)N1CCN(C(c2ccccc2)c2ccccc2)CC1 | -5 | 2 | -6 | 9 | 1 | 1.2 | -0.3 | 7 | -3 | -2
COc1ccc(NS(=O)(=O)c2ccc(N3CCOCC3)c(N)c2)cc1 | -8 | -6 | 6 | 4 | 3 | -2.0 | 0.2 | 1 | -3 | 4
O=C(NCc1cccs1)c1ccc(Cl)c(S(=O)(=O)N2CCOCC2)c1 | 4 | -2 | -1 | 7 | 7 | -0.9 | 0.0 | -3 | 3 | 2
CCN1C(=O)/C(=C\N2CCN(C(=O)c3ccco3)CC2)SC1=S | -5 | -1 | 2 | -1 | -1 | -1.0 | 0.1 | -4 | -4 | -12
Cc1nn(-c2ccccc2)c(C)c1NC(=O)COc1ccc(C#N)cc1 | -6 | -2 | -8 | 1 | 1 | -1.5 | -0.2 | -10 | 0 | -8
Cc1ccc(S(=O)(=O)n2nc(OC(=O)C(C)(C)C)cc2N)cc1 | 2 | 1 | 0 | 0 | -2 | -0.4 | -0.5 | 0 | 0 | -2
Cc1csc(NC(=O)C(C)N2C(=O)c3ccccc3S2(=O)=O)n1 (stereo not drawn) | 1 | 5 | -1 | -6 | 0 | -0.9 | 0.4 | -5 | 0 | 9
CC(=O)c1c(O)c(C)c(O)c2c1OC1=Cc3c(c(C)nn3-c3ccccc3)C(=O)C12C (stereo not drawn) | -13 | -3 | -2 | -1 | 2 | -1.3 | -0.1 | -12 | -10 | 4
COc1ccc(N2CCN(C(=O)c3ccc(CS(=O)(=O)c4ccccc4C)o3)CC2)cc1 | -9 | -3 | 3 | 5 | 0 | -1.6 | 0.1 | 2 | -3 | 7
COc1ccc(-c2ccnc3nc(N4CCN(c5ccccc5)CC4)nn23)cc1 | -9 | -1 | -4 | 3 | 1 | 0.8 | -0.1 | -14 | 2 | 8
CC(C)(C)C(=O)C(Oc1cccc2nonc12)n1cncn1 (stereo not drawn) | -28 | 7 | 0 | 7 | 1 | 1.9 | 2.1 | -8 | -4 | 10
CC(C)Cn1c(N)c(C(=O)CSc2nnnn2-c2ccc(Cl)cc2)c(=O)n(C)c1=O | 11 | 2 | 0 | 11 | 1 | -1.9 | -0.3 | -6 | -6 | -1
O=C(NCc1ccc2c(c1)OCO2)c1ccc(COc2cccc(Cl)c2)o1 | 12 | -8 | 3 | -11 | -2 | 0.2 | 0.4 | 3 | 0 | 15
CCC(CC)C(=O)c1c[nH]c(C(=O)NCc2cccs2)c1 | 2 | 2 | -1 | -1 | -3 | -0.3 | 0.1 | -4 | 7 | 16
CC(C)=CC(=O)NCc1c(Cl)cccc1-n1cccc1 | -4 | 6 | -1 | 0 | -5 | 0.2 | 0.1 | 10 | 0 | 2
CN(CCCC(=O)Nc1nccs1)S(=O)(=O)c1ccc(Cl)cc1 | -10 | 1 | 1 | 1 | 0 | -0.2 | -0.7 | -2 | -2 | 16
CCOc1ccc(NC(=O)CCCOc2cc(=O)n(C)c3ccccc23)cc1 | -7 | -1 | -5 | -1 | -5 | -0.5 | 0.0 | 11 | -2 | 1
O=C(Cc1cc(=O)[nH][nH]1)N/N=C/c1ccccc1Cl | 6 | 7 | 3 | -7 | 25 | / | 0.1 | -9 | -5 | 11
COCCC(=O)N1CCCC(C(=O)c2ccc(Oc3ccccc3)cc2)C1 (stereo not drawn) | -3 | 2 | 0 | -4 | -6 | -2.4 | 1.1 | 19 | 4 | 6
CCOC(=O)C1CC(=O)c2ccccc2C1c1ccccc1 (stereo not drawn) | -7 | 8 | 1 | -7 | -1 | 2.4 | -0.7 | -9 | -1 | -8
CC(=O)N(CCc1ccccc1C)Cc1cc2cc(C)ccc2[nH]c1=O | -6 | 0 | 0 | -2 | -4 | -0.6 | 0.0 | 4 | -10 | -7
O=C(Nc1ccc(C(=O)O)cc1)/C(=C\c1ccc2c(c1)OCO2)NC(=O)c1ccccc1Cl | -28 | -2 | -5 | -2 | 4 | -0.8 | -0.5 | -15 | 1 | 2
COC(=O)C1=C(C)N(Cc2ccccc2C(F)(F)F)C(=NCc2cc(OC)c(OC)c(OC)c2)NC1c1cccc(C(F)(F)F)c1 (stereo not drawn) | -2 | 0 | -22 | -12 | -2 | / | 0.0 | 6 | -19 | -2
COc1ccc(-c2[nH]ncc2CNC(C)CCn2cccn2)cc1F (stereo not drawn) | -2 | 2 | 7 | -2 | -1 | -0.9 | 0.1 | -1 | 0 | -10
COc1cc2c(cc1OC)C(NC(=O)C(F)(F)F)C/C2=N\O (stereo not drawn) | 5 | -6 | 1 | 0 | 2 | -1.2 | 0.7 | 8 | 4 | 1
CC1(c2nnc(-c3ccccc3)o2)CC(c2ccccc2)=NO1 (stereo not drawn) | 2 | -1 | 1 | -6 | -3 | 0.8 | 0.6 | -2 | 1 | -7
CCOC(=O)N1CCN(C(=O)COC(=O)c2ccc(Cl)nc2)CC1 | -3 | 3 | 11 | -5 | 0 | -0.8 | -0.3 | -15 | 2 | 11
COc1cc(CN2C[C@@H](CO)O[C@@H](n3cnc4c(Nc5ccccc5)ncnc43)C2)cc(OC)c1OC | 4 | 4 | 10 | -11 | 1 | -0.2 | 0.5 | -2 | 6 | 9
Cc1ccc(NN=C2c3ccccc3-c3ccccc32)cc1 | -14 | -9 | -4 | 17 | 14 | -1.4 | -1.8 | 14 | -3 | 4
N#C/C(=C(/O)c1cccc(F)c1)c1nc2ccccc2s1 | -3 | -2 | 3 | 7 | 9 | 3.5 | 0.0 | 3 | 0 | -3
O=C(CN(C(=O)CSc1nc2ccccc2o1)c1ccccc1F)NC1CCCCC1 | -7 | 11 | 4 | 2 | -4 | 1.6 | -0.3 | 0 | -7 | 8
Brc1ccc(-c2ccc3c(n2)CCCN3Cc2ccccn2)cc1 | -71 | 6 | 0 | 6 | 9 | / | -1.4 | 1 | 3 | -7
Cc1ccc2c(c1)C1CN(C)CCC1N2S(=O)(=O)c1ccc(Oc2ccc([N+](=O)[O-])cc2)cc1 (stereo not drawn) | 4 | -4 | -11 | -24 | 5 | -1.1 | 0.8 | 0 | -6 | 10
Cc1ccc(F)cc1NC(=O)C1C2CCC(O2)C1C(=O)O (stereo not drawn) | 2 | -1 | 3 | 2 | -2 | 1.7 | -0.1 | 4 | 4 | -3
CC(C)CC1C(=O)N(Cc2cn(CCC3OCCO3)nn2)CCS(=O)(=O)N1Cc1ccc(-c2ccc(F)cc2)cc1 (stereo not drawn) | 25* | 0 | -3 | -34 | 6 | -0.2 | 0.1 | -1 | 14 | -3
O=C(c1ccccc1)c1cc([N+](=O)[O-])ccc1N1CCCC1 | 1 | 2 | -5 | 9 | 1 | 2.6 | -0.6 | 9 | -11 | 2

Molecules listed so far that have a cyano group (2):
SMILES | ADAM10 inh | Tn6 DDE FP | GC-B act | sPLA2-III inh | rCAG RNA binder | GAA850 FXN act | proKLK7 act | ASAP1 GAP inh | NPR1 activator | ARFGAP1 inhibitor
Cc1nn(-c2ccccc2)c(C)c1NC(=O)COc1ccc(C#N)cc1 | -6 | -2 | -8 | 1 | 1 | -1.5 | -0.2 | -10 | 0 | -8
N#C/C(=C(/O)c1cccc(F)c1)c1nc2ccccc2s1 | -3 | -2 | 3 | 7 | 9 | 3.5 | 0.0 | 3 | 0 | -3
